From PubChem BioAssay
OXTR potentiate: human OXTR potentiation; P30559; CHO-OTR cells, Fluo-8 calcium fluorescence, potentiator mode; 0% = oxytocin EC15, 100% = EC100; activation, % at 3 µM; hit rate 0.061% among 320,000; AID 2445;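 active = activation above that plate's cutoff, the mean activation of tested compounds plus 3 SD, cut at about 6.6% in these data, passing the limit was not always enough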;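 note: 100% uses oxytocin at 75 nM as the full agonist control; some results filed as inactive read as strong as hits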
Target sequence (P30559 whole entry, looked up): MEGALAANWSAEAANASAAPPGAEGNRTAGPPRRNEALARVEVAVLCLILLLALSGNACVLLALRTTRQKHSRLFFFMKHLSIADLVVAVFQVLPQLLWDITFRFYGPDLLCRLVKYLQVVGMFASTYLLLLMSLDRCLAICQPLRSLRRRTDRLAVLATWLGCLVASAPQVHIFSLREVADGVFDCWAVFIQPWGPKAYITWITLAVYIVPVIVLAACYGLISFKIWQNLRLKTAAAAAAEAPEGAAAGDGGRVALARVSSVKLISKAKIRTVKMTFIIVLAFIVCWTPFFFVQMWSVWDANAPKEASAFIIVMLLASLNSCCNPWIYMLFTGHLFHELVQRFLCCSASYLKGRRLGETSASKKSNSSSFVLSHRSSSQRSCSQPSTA
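Dosing: Single dose, 3.0 µM nominal final compound concentration | Material: Human OTR in CHO cells | Technique: Kinetic Fluo-8 calcium fluorescence | Benchmarks: EC15 oxytocin alone as 0%, 75 nM oxytocin as 100% | Probe or stimulus: Oxytocin at about EC15, sub-maximal agonist stimulus | Incubation: Compound 6 min at room temperature before oxytocin, 100 s read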
M1 PAM parental: M1 PAM counterscreen hit in parental CHO-K1 cells | ATP EC20, Fluo-8 calcium fluorescence; 0% at ATP EC20, 100% at ATP max | activation, % at 3 µM | hit rate 0.02% among 360,000 | AID 602247;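 active = activation above the run cutoff, the mean activation of all test compounds plus 3 SD, cut at about 40% in these data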;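 note: peak over basal fluorescence ratio in a 140 s read after ATP addition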
CHO parental Ca: signal in parental CHO cells, OX1R antagonist counter-screen. parental CHO-K1, ATP-induced calcium, Fluo-8 fluorescence. inhibition, % at 5.6 µM. hit rate 0.63% among 330,000. AID 463079;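 active = inhibition above that plate's mean sample inhibition plus 3 SD, cut at about 26% in these data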;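 note: 0% = ATP-challenged DMSO wells and 100% = DMSO wells without ATP; some compounds past the cut are filed as inactive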
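Material: Parental CHO cells | Reagent: ATP | Compound dosing: Single nominal dose of 5.6 µM per compound | Detection: Intracellular calcium via Fluo-8 no-wash fluorescent dye | Read-out: % inhibition of ATP-induced calcium mobilization | Benchmarks: Low control ATP plus DMSO, high control DMSO only | Replicates: Singlicate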
M1 ag parental: nonselective activator or artifact in parental CHO-K1 cells; hit rate 0.48% among 360,000; AID 602248; activation, % at 3 µM; Fluo-8 calcium fluorescence; scaled to maximal ATP response, vehicle zero; in the data active = activation above about 15%;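 note: untransfected CHO-K1 host cells lacking M1 receptor as counterscreen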
GPR7 antag: human neuropeptides B/W receptor 1 antagonism | hit rate 1.1% among 290,000 | P48145 | AID 1861 | inhibition, % at 4.4 µM | GPR7-expressing cells, fluorescence antagonist assay; in the data active = inhibition above about 16%, passing the limit was not always enough;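 note: cells stimulated with the agonist NPW; 0% = agonist with vehicle and 100% = vehicle without agonist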
Target sequence (P48145 whole entry, looked up): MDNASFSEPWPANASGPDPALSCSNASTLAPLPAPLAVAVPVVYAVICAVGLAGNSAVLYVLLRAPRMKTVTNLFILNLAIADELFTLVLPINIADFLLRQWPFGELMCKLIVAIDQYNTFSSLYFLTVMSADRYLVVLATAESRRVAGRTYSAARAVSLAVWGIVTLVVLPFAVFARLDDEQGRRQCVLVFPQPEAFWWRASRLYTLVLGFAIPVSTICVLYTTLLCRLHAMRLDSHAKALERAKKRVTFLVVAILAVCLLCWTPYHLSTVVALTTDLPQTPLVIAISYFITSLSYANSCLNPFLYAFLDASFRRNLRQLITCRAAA
TAAR1 antag: human TAAR1 antagonism; CHO RD-HGA16 TAAR1, Fluo-8 calcium fluorescence, antagonist; AID 624466; hit rate 1.5% among 360,000; inhibition, % at 3 µM;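 active = inhibition above a per-plate cutoff, the mean inhibition of test compounds on that plate plus 3 SD, cut at about 49% in these data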;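 note: 0% = DMSO plus EC80 beta-PEA response and 100% = DMSO alone without agonist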
Target sequence (Q96RJ0 whole entry, looked up): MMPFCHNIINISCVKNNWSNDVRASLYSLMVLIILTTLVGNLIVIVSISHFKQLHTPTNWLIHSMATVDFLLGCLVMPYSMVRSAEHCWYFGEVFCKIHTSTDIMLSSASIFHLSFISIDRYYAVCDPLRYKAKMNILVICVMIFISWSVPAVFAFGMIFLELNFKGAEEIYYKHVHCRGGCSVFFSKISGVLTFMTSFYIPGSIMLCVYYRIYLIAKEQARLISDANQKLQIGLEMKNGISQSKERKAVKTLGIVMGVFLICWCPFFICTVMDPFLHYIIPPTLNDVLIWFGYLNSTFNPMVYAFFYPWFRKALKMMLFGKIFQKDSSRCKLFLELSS
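System: RD-HGA16 CHO cells with stable hTAAR1 and Gα16 | Probe or stimulus: EC80 β-phenethylamine stimulus | Dosing: 3 µM, single point | Times: Dye loading 75 min at 37 °C, then 30 min room temperature | Measured by: Fluo-8 calcium-sensitive fluorescence | Read-out basis: % inhibition of agonist calcium response | Replicates: n of 1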
OXTR ag: human OXTR agonism; hit rate 0.32% among 320,000; P30559; activation, % at 3 µM; CHO-OTR cells, Fluo-8 calcium fluorescence; normalized: DMSO 0%, oxytocin 100%;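 active = activation above the mean of all tested compounds plus 3 SD, cutoff set per screening run, cut at about 20% in these data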;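 note: peak over basal fluorescence ratio from a 100 s FLIPR kinetic read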
CHO-K1 Ca antag: nonselective inhibitor or artifact in parental CHO-K1 cells | inhibition, % at 3 µM | ATP-induced calcium, Fluo-8 fluorescence | hit rate 0.6% among 360,000;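 active = inhibition above a per-plate cutoff, the plate's mean sample inhibition plus 3 SD, cut at about 24% in these data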;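 note: 0% = DMSO plus EC80 ATP and 100% = DMSO alone without ATP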
V1R ag counter: counter-screen for oxytocin receptor agonists: human V1a receptor agonists; P37288; CHO-V1R cells, Fluo-8 calcium fluorescence, agonist mode; 0% DMSO, 100% 3 nM vasopressin; activation, % at 3 µM; hit rate 0.25% among 320,000; AID 2797;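 active = activation above the mean activation of all tested compounds plus 3 SD, per screening run, cut at about 20% in these data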;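 note: signal is peak over basal fluorescence ratio across a 100 second FLIPR read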
* = called active by the depositor; x = no result given.

SMILES	OXTR potentiate	M1 PAM parental	CHO parental Ca	M1 ag parental	GPR7 antag	TAAR1 antag	OXTR ag	CHO-K1 Ca antag	V1R ag counter
O=C(C1CCCN(S(=O)(=O)Cc2ccccc2)C1)N1CCC(Cc2ccccc2)CC1 (stereo not drawn)	-11	20	-24	5.4	23	2	0.1	-15	1.4
COC(=O)c1cccc(NC(=O)c2cccc([N+](=O)[O-])c2)c1	-3	9	-15	1.3	2	-11	-1.1	8	0.3
COc1ccc(OCC(=O)Nc2ccc(Cl)cc2)cc1	-1	21	-5	1.5	12	6	-0.2	-10	0.5
Cn1c(SCC(=O)c2cccs2)nnc1-c1ccco1	-5	4	-8	0.2	1	0	-0.4	-10	0.2
CCN(CC(=O)Nc1ccc(C)c(S(=O)(=O)N2CCOCC2)c1)Cc1ccccc1	-4	9	-19	0.3	x	-21	0.4	-9	1.2
O=C(O)c1cccnc1SC1CC(=O)N(c2cccc3ccccc23)C1=O (stereo not drawn)	-14	x	11	x	3	x	-1.3	x	0.9
CC(=O)c1sc(=S)n(-c2ccc(Cl)cc2)c1C	-6	-1	-6	-0.3	-10	2	-1.9	-1	-0.3
Cc1ccc(/C=C2\SC(=S)N(CCCC(=O)Nc3ccccn3)C2=O)cc1	-16	-8	-21	0.5	6	7	-0.2	-17	-0.7
CCOC(=O)Cc1csc(NC(=O)c2cc(-c3ccncc3)nc3ccccc23)n1	-3	0	-22	6.4	x	64*	-2.1	-7	-1.2
COc1cc(C(O)P(=O)(OCC(C)C)c2ccc(N(C)C)cc2)cc(OC)c1OC (stereo not drawn)	-3	10	-17	2.7	-4	-16	-0.3	3	-0.9
CC1(C)OC(=O)N(Cc2ccco2)C1(C)O (stereo not drawn)	-11	5	-2	0.3	-20	2	1.3	2	0.3
COc1ccc(C(C(=O)NC(C)(C)C)N(Cc2ccccc2)C(=O)CCC(=O)Nc2cc(C)on2)cc1 (stereo not drawn)	-2	6	-10	-0.4	-5	11	-2.1	6	-0.2
Cc1cc2n(n1)C(c1c[nH]c3ccccc13)Nc1ccccc1-2 (stereo not drawn)	-3	4	-1	2.0	-9	x	1.7	4	0.1
Cc1oc(-c2ccc(Cl)cc2)nc1CS(=O)CC(=O)NCCN1CCCCCC1 (stereo not drawn)	2	11	-20	3.0	-16	-60	-2.7	-14	-1.3
COc1ccc(-c2nn(-c3ccccc3C)cc2CNCc2cccnc2)cc1F	-2	16	-17	1.8	1	-19	1.0	-22	0.5
COc1ccccc1C(=O)NNC(=S)NC(=O)c1cccs1	-17	2	18	0.3	-4	16	30*	9	51*
C#Cc1ccc([C@H]2C=C(C(=O)N3CCN(Cc4ccc5c(c4)OCO5)CC3)O[C@@H](OCc3ccc(CO)cc3)C2)cc1	-4	16	-1	0.1	-5	5	0.3	-7	1.4
CC(=O)Nc1ccc(C(=O)OCc2ccc(F)cc2)cc1	-6	-6	-5	0.5	5	2	1.5	1	1.3
Cc1ccc(C(=O)NNC(=O)C2CCN(S(=O)(=O)c3ccc(Cl)cc3)CC2)cc1	-3	28	-5	0.7	-3	-10	0.4	-9	1.8
Cc1ccccc1-c1cnc(C(O)c2c(C)ccc3ccccc23)[nH]1 (stereo not drawn)	x	6	x	2.4	x	-22	x	0	x
C/C(=N\Oc1cccc(F)n1)c1ccc(Cl)cc1Cl	-9	20	-12	0.2	-13	28	-1.9	-10	-1.3
COc1cc(/C=N/n2c(-c3cc(C)[nH]n3)n[nH]c2=S)cc(OC)c1OC	-7	14	-5	0.8	-11	-17	-0.4	-12	0.7
O=C(NCCN1CCOCC1)c1cc(-c2ccccc2Cl)nc2ccccc12	-3	-5	-14	1.4	-10	-1	0.7	-4	0.3
CC1=[N+]([O-])C(C)(C)CC(C)(C)c2ccccc21	-3	-2	-5	-0.1	-6	-14	0.9	-6	1.3
O=c1[nH]c(SCc2ccccc2Cl)nc2c1CCCC2	-7	11	-18	0.2	0	-25	-2.1	-20	-1.3
COc1cc(NC(=O)[C@H]2CSCN2C(=O)[C@@H]2CCC(=O)N2)cc(OC)c1OC	-3	0	-19	0.1	0	-26	0.8	-8	1.9
Cc1cc(C(=O)NCCCc2ccccc2)no1	-3	1	2	0.2	-4	-6	-0.9	-7	0.4
C[C@@H]1CN([C@H](C)CO)C(=O)CCCn2nncc2CO[C@H]1CN(C)C(=O)c1ccc2ccn(C)c2c1	x	23	x	0.5	x	-12	x	-9	x
Cc1ccccc1/C(N)=N/O	-2	18	5	0.9	11	-18	-1.2	-11	0.0
CCN(C(=O)CSc1nnc(NCc2ccccc2)s1)C1CCS(=O)(=O)C1 (stereo not drawn)	-2	12	-9	0.2	-21	-12	-0.8	-10	1.6

Structures listed so far printed as active in TAAR1 antag:
| Molecule | OXTR potentiate | GPR7 antag | TAAR1 antag |
| --- | --- | --- | --- |
| CCOC(=O)Cc1csc(NC(=O)c2cc(-c3ccncc3)nc3ccccc23)n1 | -3 | x | 64* |

Continuation:
SMILES	OXTR potentiate	M1 PAM parental	CHO parental Ca	M1 ag parental	GPR7 antag	TAAR1 antag	OXTR ag	CHO-K1 Ca antag	V1R ag counter
Cc1ccccc1-n1c(=O)n(Cc2ccccc2)c(=O)c2[nH]cnc21	3	1	-26	4.0	-8	-11	-1.1	3	-2.4
Cc1cc(C)nc(NS(=O)(=O)c2ccc(NC(=O)Cn3c(=O)oc4ccccc43)cc2)n1	-2	16	-4	0.3	-12	-2	-0.3	4	0.0
Cc1onc(-c2ccccc2)c1C(=O)NCc1cccnc1	-7	23	-3	0.8	-5	-10	0.9	-12	0.7
COCCCN1C(=O)C(=O)/C(=C(/O)c2ccc(S(=O)(=O)N3CCOCC3)cc2)C1c1ccc(F)cc1 (stereo not drawn)	-2	-13	14	-0.3	-9	-22	0.6	-2	0.0
N#CCCN(C1CCCCC1)S(=O)(=O)c1cccc2nsnc12	1	23	-30	1.3	-3	-15	-3.2	-8	-1.0
CC1CCN(C(=O)CSC2=NS(=O)(=O)c3cc(F)ccc3N2)CC1	-2	0	-12	0.6	x	7	0.5	-2	1.1
O=C(NCC1COc2ccccc2O1)c1ccc(Br)s1 (stereo not drawn)	-8	7	-22	1.7	9	10	0.6	-12	1.4
OC1(c2cccc(C(F)(F)F)c2)CCN(Cc2nnnn2Cc2ccccc2)CC1	-12	4	-3	2.4	1	9	1.2	-3	2.6
S=C(NCc1ccccc1)NNc1ccccc1	-9	11	-15	4.5	4	-10	-1.7	-5	-0.7
O=C1CC(Sc2nnc(-c3ccccc3)o2)C(=O)N1c1ccccc1 (stereo not drawn)	-4	8	-6	1.3	-1	10	0.2	4	0.5
Cc1cc(-n2c(C)cc(C(=O)CSc3nncn3C)c2C)no1	-1	5	-11	0.3	x	6	-0.5	-10	0.3
CC1CC(C)(C)CC2(C1)NC(=O)N(CC(=O)OCC(=O)Nc1cc(S(=O)(=O)N3CCCCC3)ccc1Cl)C2=O (stereo not drawn)	x	3	x	1.8	x	1	x	-9	x
COCCn1c(SCc2nc(N)nc(Nc3ccccc3C)n2)nc2ccccc2c1=O	-2	-11	-26	2.4	-11	x	0.6	3	-0.4
COc1ccc(OC)c(CCNC(=O)c2ccc(CS(=O)(=O)c3ccc(Br)cc3)o2)c1	-17	5	-21	7.4	2	39	13	-11	7.8
CCO[C@H]1OC(C(=O)N2CCCCCCC2)=C[C@@H](C)[C@@H]1CCCO	-4	1	-9	0.3	3	2	-1.3	-2	-0.5

By substructure, the entries above containing bromine (2)
SMILES	OXTR potentiate	M1 PAM parental	CHO parental Ca	M1 ag parental	GPR7 antag	TAAR1 antag	OXTR ag	CHO-K1 Ca antag	V1R ag counter
O=C(NCC1COc2ccccc2O1)c1ccc(Br)s1 (stereo not drawn)	-8	7	-22	1.7	9	10	0.6	-12	1.4
COc1ccc(OC)c(CCNC(=O)c2ccc(CS(=O)(=O)c3ccc(Br)cc3)o2)c1	-17	5	-21	7.4	2	39	13	-11	7.8

Carrying on:
SMILES	OXTR potentiate	M1 PAM parental	CHO parental Ca	M1 ag parental	GPR7 antag	TAAR1 antag	OXTR ag	CHO-K1 Ca antag	V1R ag counter
O=C(Nc1ccc2c(c1)OCO2)c1ccc(CN2CCOCC2)cc1	-5	-8	-5	-0.2	-4	7	0.4	9	1.3
Cc1cccc(N(CC(=O)NCc2ccc3c(c2)OCO3)C(=O)CCC(=O)Nc2ccccn2)c1	-8	-6	-18	1.4	-5	13	-0.8	16	1.8
CC(C)CCN(C)c1ccc(/C=N/n2cnnc2)cc1	-5	24	-12	0.5	-2	5	-2.2	-7	-0.9
O=C(N/N=C/c1cc([N+](=O)[O-])ccc1O)C1CCCCC1	1	14	5	0.9	-7	4	-0.4	-6	2.3
COc1ccc(NS(=O)(=O)c2cccc(C(=O)O)c2)cc1S(=O)(=O)N1CCOCC1	-4	17	-5	0.2	x	-10	1.4	2	1.0
CCCCn1nnnc1C(CCc1ccccc1)N1CCN(C/C=C/c2ccccc2)CC1 (stereo not drawn)	x	-13	x	-0.9	x	-21	x	18	x
O=C(NCc1ccccc1)C(c1ccco1)N(C(=O)c1csnn1)C1CC1 (stereo not drawn)	-9	3	-22	1.1	-1	9	0.6	-15	-0.6
CCOc1cc(/C=N/NC(=O)CN2CCCCC2)ccc1O	-5	4	-5	0.3	-3	-2	1.0	7	0.7
COc1cccc(OC)c1C(=O)N1CCN(Cc2ccc3c(c2)OCO3)CC1	0	5	-4	0.3	7	-26	-0.3	1	10
N#Cc1ccc(C(c2nnnn2Cc2ccccc2)N2CCCC2)cc1 (stereo not drawn)	-20	1	-8	0.6	9	-6	-0.1	-3	1.9
CCC1S/C(=N/N=C/c2ccco2)N(Cc2ccc(F)cc2)C1=O (stereo not drawn)	-4	1	-48	0.5	-16	-21	-2.6	-5	5.2
CC(CC(=O)Nc1ccc2c(c1)c(=O)n(C)n2Cc1ccc(Cl)cc1)C(F)(F)F (stereo not drawn)	x	13	x	3.6	x	7	x	-17	x
CCc1c(C)nc2c(OC)cccc2c1SCCC(=O)O	-4	18	0	-0.4	-2	7	-0.4	-7	0.6
C/C(=N\NC(=O)Nc1ccccc1)c1ccc2ccccc2c1	-10	14	-4	0.2	-10	-12	-0.6	-4	1.4
COc1ccccc1Nc1nc(N)nc(CN2CCN(Cc3ccc4c(c3)OCO4)CC2)n1	5	-17	-2	-0.5	4	-7	-1.7	2	-0.3
O=C(CCC(=O)N1CCOCC1)c1ccc(F)cc1	4	13	-11	1.0	-5	-20	1.6	-11	0.9
OC(c1ccccc1)c1nc2ccccc2[nH]1 (stereo not drawn)	-2	7	-1	0.8	-12	-12	-0.1	4	0.5
CC(=O)Oc1cccc(N2C(=O)C3C4C=CC(CC4)C3C2=O)c1 (stereo not drawn)	0	11	-6	1.9	-7	-14	-0.9	-14	-0.2
O=C(Cn1c(COc2ccccc2)nc2ccccc21)Nc1cc(Cl)c(Cl)cc1Cl	-22	x	-17	x	-8	x	-0.9	x	-0.6
